Screening results as filed in PubChem.
GPR151 activ = activates the human receptor GPR151 | PathHunter beta-arrestin GPR151 cells, luminescence | 650,000 tested, 1% active | activation, % at 11.2 µM; in the data active means activation above about 4.9%;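 further: 0% = median of compound wells and 100% = cells with positive control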
Target sequence (Q8TDV0 whole entry, looked up): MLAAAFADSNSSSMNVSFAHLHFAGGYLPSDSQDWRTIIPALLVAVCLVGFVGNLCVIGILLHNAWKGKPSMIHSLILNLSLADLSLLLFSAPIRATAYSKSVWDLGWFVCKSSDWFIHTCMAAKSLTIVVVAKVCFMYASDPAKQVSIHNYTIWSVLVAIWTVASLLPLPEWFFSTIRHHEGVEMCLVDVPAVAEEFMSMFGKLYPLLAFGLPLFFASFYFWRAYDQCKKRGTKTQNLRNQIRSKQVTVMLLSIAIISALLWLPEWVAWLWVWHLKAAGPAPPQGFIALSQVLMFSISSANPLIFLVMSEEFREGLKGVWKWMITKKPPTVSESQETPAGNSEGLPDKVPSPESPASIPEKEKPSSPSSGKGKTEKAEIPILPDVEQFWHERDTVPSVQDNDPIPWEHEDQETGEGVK
FBW7 activator = human FBW7 E3 ligase activation, primary screen. Q969H0. AlphaScreen FBW7–phospho-cyclin E peptide binding, activator screen. normalized activity (activation), % at 26.1 µM. 650,000 tested, 0.13% active. AID 1259310; in the data active means normalized activity above about 1.9%;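 further: purified mutant Fbw7 with reduced substrate affinity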
Target sequence (Q969H0 whole entry, looked up): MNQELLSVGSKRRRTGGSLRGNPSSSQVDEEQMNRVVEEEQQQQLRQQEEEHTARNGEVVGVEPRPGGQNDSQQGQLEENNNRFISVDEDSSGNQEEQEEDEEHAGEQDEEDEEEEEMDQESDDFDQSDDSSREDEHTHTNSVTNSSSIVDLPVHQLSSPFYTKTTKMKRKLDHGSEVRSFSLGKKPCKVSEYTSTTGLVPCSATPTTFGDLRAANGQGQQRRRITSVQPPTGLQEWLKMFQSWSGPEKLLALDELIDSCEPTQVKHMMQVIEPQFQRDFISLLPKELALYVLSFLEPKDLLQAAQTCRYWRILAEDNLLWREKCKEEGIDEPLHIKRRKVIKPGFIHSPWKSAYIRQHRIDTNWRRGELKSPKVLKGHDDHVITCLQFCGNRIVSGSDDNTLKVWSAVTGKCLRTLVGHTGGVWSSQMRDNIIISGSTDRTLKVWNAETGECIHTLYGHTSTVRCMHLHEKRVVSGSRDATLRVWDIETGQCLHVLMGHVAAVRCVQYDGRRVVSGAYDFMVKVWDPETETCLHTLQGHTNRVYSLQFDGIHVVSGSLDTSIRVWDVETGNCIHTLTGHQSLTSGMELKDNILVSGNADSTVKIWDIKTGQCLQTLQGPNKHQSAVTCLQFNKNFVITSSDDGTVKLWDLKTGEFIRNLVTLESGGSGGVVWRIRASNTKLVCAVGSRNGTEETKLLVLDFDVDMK
MITF inh = human MITF inhibition, primary screen. O75030. 650,000 tested, 0.91% active. AlphaScreen MITF homodimerization, bead proximity signal. inhibition, % at 2.6 µM. AID 1259374; in the data active means inhibition above about 50%;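 further: 0% = vehicle wells with protein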
TEAD-YAP block = TEAD-YAP interaction inhibition. HEK-TIYL cells, TEAD-Gal4/YAP UAS-luciferase luminescence. 640,000 tested, 1.4% active. inhibition, % at 9.12 µM; in the data active means inhibition above about 32%;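 further: 0% = median of test compound wells and 100% = reference inhibitor wells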
Active calls of the source: *.

Below each compound – MITF inh	TEAD-YAP block	GPR151 activ	FBW7 activator
COc1ccc(/C=C/C2=NC(=C\c3ccc4c(c3)OCO4)/C(=O)O2)cc1
→ 10.7	5.0	-0.5	-0.1
Cc1nnc(SCC(=O)Nc2cccc(NC(=O)CSc3nnc(C)s3)n2)s1
→ -9.9	-2.6	0.6	0.3
CC(Cc1ccco1)NC(=O)C1CCN(S(C)(=O)=O)CC1 (centres undefined)
→ -6.4	0.7	0.9	0.0
CCN1CCN(CCOc2cccc(Cl)c2Cl)CC1
→ 71.5*	-2.0	2.3	-0.1
O=C(Nc1ccc(NC(=O)c2ccco2)c(Cl)c1)c1ccco1
→ 2.5	-36.1	-2.1	0.1
COC(=O)c1ccccc1NC(=O)c1csc2c1CCCC2
→ 7.5	10.8	-0.2	0.4
Nc1cc(N)nc(SCC(=O)NNC(=O)c2ccco2)n1
→ 1.2	5.5	-1.4	0.9
CCOC(=O)C1CCN(Cc2sccc2C)CC1
→ 18.0	-2.3	-0.6	-0.3
CC(C)CCC1(C2CCN(Cc3ccc4cccnc4c3)CC2)NC(=O)NC1=O (centres undefined)
→ -2.8	9.4	-1.1	0.0
Cc1ccccc1C(NC(=O)C1CCN(C(=O)NC(C)C)CC1)c1ccccn1 (centres undefined)
→ -1.2	5.8	2.3	0.1
COCCn1c(=NC(=O)c2ccc3ncsc3c2)sc2cc(S(C)(=O)=O)ccc21
→ -2.0	-7.1	-1.4	-0.1
O=C(CNc1cccc2ccccc12)N/N=C/c1ccc(I)o1
→ -0.8	1.3	-1.1	0.1
COC(=O)c1c(NC(=O)C2CC=CCC2C(=O)O)sc2c1CCCCC2 (centres undefined)
→ 18.3	9.9	-0.3	0.1
CS(=O)(=O)N1CCC(C(=O)N(Cc2ccccn2)c2nc3ccc(F)cc3s2)CC1
→ -3.5	-57.9	-1.6	-0.1
CN1CCN(Cc2ccc(C#CC(C)(C)O)s2)CC1CCO (centres undefined)
→ 1.7	-5.0	-2.0	-0.2
N#CC(C#N)=C1C=C2C=C(N3CCCCCC3)CCC2CC1 (centres undefined)
→ 1.8	6.6	1.2	1.0
CC(=O)Nc1ccc(NC(=O)c2cccc(-c3ccc(C(=O)NC4CC4)cc3)c2)cc1
→ 18.5	-14.5	-1.7	0.2
CCN(CC)CCNC(=O)CNC(=O)c1nn(-c2ccc(OC)cc2OC)c(=O)c2ccccc12
→ 6.6	-8.9	2.9	0.1
CCOC(=O)NC(Nc1ccccn1)(C(=O)OCC)C(F)(F)F (centres undefined)
→ 0.8	-3.3	-0.1	0.9
Cc1nc(C)n(-c2ccc(Nc3nccc(-c4noc(C)c4-c4cn[nH]c4C)n3)cc2)n1
→ -0.5	31.9	2.3	-0.6
CCCCN(C(=S)NC(=O)C1CC1)c1c(N)n(Cc2ccccc2)c(=O)[nH]c1=O
→ 4.7	1.8	0.3	-0.1
Cc1nnc(NC(=O)c2cc(-c3cccs3)nc3ccccc23)s1
→ 12.7	5.7	0.3	0.3
C=CCCC(=O)N1CCc2nnc(CCNC(=O)C3CCCCC3)n2CC1
→ 14.1	-8.4	-0.2	0.0
CN(c1ccc(OCc2ccc(C#N)cc2)cc1)S(=O)(=O)c1ccccc1
→ -14.7	-4.0	0.6	0.0
N#Cc1nc(-c2ccccc2)oc1NCc1ccc2c(c1)OCO2
→ 9.8	-7.0	-0.7	-0.3
COc1cc(/C=N/NC(=O)COc2ccc(C)cc2)ccc1OC(=O)c1ccco1
→ -11.3	-6.0	0.7	0.0
CCN1CC=C2C(C#N)=C(N)C(C#N)(C#N)C(c3cc(OC)ccc3OC)C2C1 (centres undefined)
→ -1.9	10.3	-0.4	0.0
CCCCCOc1ccc(NC(=O)/C=C\C(=O)O)cc1
→ 10.3	-19.4	-0.1	-0.2
COC(=O)c1ccc(/C=C2\SC(=S)N(NC(=O)Cc3ccccc3)C2=O)cc1
→ 6.6	10.2	0.6	0.0
COc1ccccc1/C=C/c1nc(O)c([N+](=O)[O-])c(=O)[nH]1
→ 27.0	-17.8	1.2	1.1

Overlap with the part before: two entries, then new ones.
Below each compound – MITF inh	TEAD-YAP block	GPR151 activ	FBW7 activator
COC(=O)c1ccc(/C=C2\SC(=S)N(NC(=O)Cc3ccccc3)C2=O)cc1
→ 6.6	10.2	0.6	0.0
COc1ccccc1/C=C/c1nc(O)c([N+](=O)[O-])c(=O)[nH]1
→ 27.0	-17.8	1.2	1.1
C=CCc1c(C)nc(SC)nc1Nc1ccccc1
→ 5.5	-0.3	-0.1	-0.1
O=C(O)CCCN(Cc1ccccc1F)S(=O)(=O)c1ccc([N+](=O)[O-])cc1
→ 4.0	-10.3	-1.2	-0.1
CCOC(=O)c1ccc(NC(=S)NC(=O)/C=C/c2ccco2)cc1
→ 69.1*	-1.3	-0.1	0.1
O=C(Cn1nnc2ccccc2c1=O)NC1CCCCC1
→ 7.5	-2.8	-0.1	0.3
COc1ccc(-c2nc3ncnc(NCCN4CCOCC4)c3[nH]2)cn1
→ 4.8	17.7	-0.6	-0.2
COc1cc2nc(-c3c(C)nn(C)c3C)nc(Nc3ccc(NC(C)=O)cc3)c2cc1OC
→ 17.4	-6.0	-1.4	-0.1
COc1ccc(/C=C(\C#N)C(=O)OCC(F)(F)C(F)F)cc1
→ 9.1	4.0	-0.5	0.0
C#CCN(CC=C)C(=O)c1cccc(OC2CCN(S(C)(=O)=O)CC2)c1
→ 3.5	6.0	-0.7	0.4
CCC(Sc1nnc(-c2ccc(OC)cc2)c(-c2ccc(OC)cc2)n1)C(=O)NC1CCCCC1 (centres undefined)
→ 5.3	-3.4	-0.8	-0.1
CNC(=O)NC1CC(=O)N(c2ccc(OC)cc2)C1 (centres undefined)
→ -1.4	-1.9	3.5	0.1
Cc1ccc(N/C(=N/c2nc(C)cc(C)n2)NC(=O)c2ccccc2)c(C)c1
→ -4.3	-2.4	0.4	0.6
CC(C)(C)c1ccc(S(=O)(=O)N2C=Cc3ccccc3C2c2c[nH]c3ccccc23)cc1 (centres undefined)
→ -7.0	16.2	-0.3	-0.1
CCOC(=O)c1c(C)n(C)c2c1cc(OC(=O)CC(C)C)c1ccccc12
→ 9.5	4.2	-1.4	0.1
CCOC(=O)c1cc2cnccc2nc1-c1ccccc1OC
→ 8.4	-3.0	-1.6	-0.1
CCC1CCCCN1CCCNC(=O)COc1ccc2c(c1)C(=O)CC(C)(C)O2 (centres undefined)
→ 18.5	6.7	1.0	0.0
CCn1c(C(=O)O)c(CNCc2ccc(OC)cc2)c2ccc(C)cc21
→ 4.7	2.1	0.9	-0.1
COc1ccc(CSc2nnc(C)s2)cc1[N+](=O)[O-]
→ 8.8	0.5	-1.3	0.6
c1ccc(-n2ncc3c(N4CCN(c5ccccn5)CC4)ncnc32)cc1
→ 13.0	-1.2	-0.9	0.0
COc1ccc(C2OCC3C(C)C=C(C)C2C3C)cc1 (centres undefined)
→ -1.2	-1.6	-1.2	0.0
O=C(Nc1ccc(OC(=O)c2cccs2)cc1)c1ccco1
→ 1.8	20.3	-1.0	-0.1
COC(=O)c1cc(Br)ccc1NC(=O)c1c(OC)cccc1OC
→ 21.9	-6.7	-0.2	1.5
O=C(CSc1nc2ccccc2c(=O)n1CC1CCCO1)NCc1ccccc1 (centres undefined)
→ -0.2	-1.8	0.0	0.1
CCc1cccc2c(C#N)cn(CC(=O)Nc3ccc(OC)cc3)c12
→ -5.0	-5.6	0.0	-0.1
Cc1ccc(C(=O)C2C(c3cccs3)NC(=O)NC2(O)C(F)(F)F)cc1 (centres undefined)
→ -2.0	2.1	-1.0	-0.1
Cc1cccc(NC(=O)C2CC(=O)OC2(C)C)c1 (centres undefined)
→ 13.8	-9.0	2.3	0.1
CC(C)Oc1ccc(C(=O)NCC(=O)O)cc1
→ 9.6	1.2	-0.6	0.1
COc1cccc(C2NC(=O)NC(C)=C2C(=O)Nc2cccc(C)c2C)c1 (centres undefined)
→ -13.9	1.1	0.6	0.0
C=CCNC(=S)Nc1nc(C)c(C)s1
→ 13.8	-8.9	1.7	0.1
CC(C)C(=O)N1CCCC(c2nc(-c3ccc(F)cc3)no2)C1 (centres undefined)
→ -9.7	-4.2	-0.3	-0.1
COC(=O)C1=C(C)Nc2nnnn2C1c1ccc(Cl)cc1 (centres undefined)
→ 12.6	-0.9	1.1	0.1

A second format for part of the listing above.
SMILES,MITF inh,TEAD-YAP block,GPR151 activ,FBW7 activator
c1ccc(-n2ncc3c(N4CCN(c5ccccn5)CC4)ncnc32)cc1,13.0,-1.2,-0.9,0.0
CCC(Sc1nnc(-c2ccc(OC)cc2)c(-c2ccc(OC)cc2)n1)C(=O)NC1CCCCC1 (centres undefined),5.3,-3.4,-0.8,-0.1
CCOC(=O)c1cc2cnccc2nc1-c1ccccc1OC,8.4,-3.0,-1.6,-0.1
COc1ccc(/C=C(\C#N)C(=O)OCC(F)(F)C(F)F)cc1,9.1,4.0,-0.5,0.0
Cc1ccc(C(=O)C2C(c3cccs3)NC(=O)NC2(O)C(F)(F)F)cc1 (centres undefined),-2.0,2.1,-1.0,-0.1

The list continues.
Below each compound – MITF inh	TEAD-YAP block	GPR151 activ	FBW7 activator
CCOC(=O)c1c(C)[nH]c(C(=O)CSc2nnc(-c3ccncc3)o2)c1C
→ 9.4	-2.4	-2.0	0.3
CCC(C)n1c(SCc2ccccc2C)nc2ccsc2c1=O (centres undefined)
→ -24.0	46.7*	0.6	0.1
CC(=O)Nc1nc(C(=O)N2CCCCC2c2nc3ccccc3[nH]2)cs1 (centres undefined)
→ -1.0	9.3	0.0	-0.1
Cn1ncc(Cl)c(Oc2ccc(Cl)cc2)c1=O
→ -15.3	8.3	0.2	0.1
CCS(=O)(=O)c1ccc2oc(Nc3ccccc3Br)nc2c1
→ 11.7	-73.8	-7.6	0.0
Cc1c(CCOC(=O)c2ccc([N+](=O)[O-])o2)sc[n+]1CCCS(=O)(=O)O
→ 0.9	-0.1	0.5	-0.1
COC(=O)c1ccc(NC(=O)CSC2=NC(c3ccccc3)CC(=O)N2)cc1 (centres undefined)
→ 5.8	8.3	-1.9	0.1
COc1ccccc1-c1nnc2sc(COc3ccc(F)cc3)nn12
→ 9.5	7.4	-1.9	0.4
COc1ccc(C2CCN(S(=O)(=O)c3ccc(C)s3)C2)cc1 (centres undefined)
→ 1.2	1.6	-1.3	0.2
COc1cccc(N2C(=O)CC(NNC(=O)c3sc(N4CCOCC4)nc3C)C2=O)c1 (centres undefined)
→ 8.8	2.5	-1.0	-0.2
N#CC1=C(N)n2c(s/c(=C\c3ccc(F)cc3)c2=O)=C(C#N)C1c1ccc(F)cc1 (centres undefined)
→ 5.6	0.5	3.9	0.0
CCOC(=O)c1cn(CC(=O)Nc2ccc(C)c(Cl)c2)nn1
→ 0.6	7.8	-0.7	0.0
COC(F)(C(=O)Nc1ccc(Br)c2cccnc12)C(F)(F)F (centres undefined)
→ -4.2	2.5	0.8	-0.1
O=C(NCC1CCC2(CCN(Cc3c[nH]c4ccccc34)CC2)O1)C1CCCO1 (centres undefined)
→ 11.9	1.9	-0.3	-0.1
Fc1ccc(Cc2nc(C3CCCN3)n[nH]2)cc1 (centres undefined)
→ 9.4	-0.7	-1.1	0.7
COc1cc(/C=N/NC(=O)c2ccco2)ccc1C
→ -3.2	-52.9	0.2	0.1
COCCn1c2ccccc2n2c(=O)n(CC(=O)N(C)C)nc12
→ 4.7	-6.6	0.4	0.3
O=C(NC(=S)Nc1cccc(-c2nc3ncccc3o2)c1)c1cccc(I)c1
→ 14.6	8.1	0.0	0.2
COc1ccc2nc(-c3ccco3)c(-c3ccco3)nc2c1
→ 51.5*	-0.5	-1.7	0.1
CN(C1CCCCCC1)C1CCN(C(=O)CNC(=O)/C=C/c2cccc(Cl)c2)CC1
→ 3.9	-16.9	1.2	0.0
Cc1ccccc1NC(=O)CSc1ccc(-c2ccncc2)nn1
→ 5.1	-6.8	0.2	0.1
CC(=O)Nc1ccc(-c2nnn(CC(=O)Nc3ccccc3)n2)cc1Cl
→ 9.3	2.1	0.0	-0.1
O=C(CC(NCCCO)C(=O)O)Nc1cccc([N+](=O)[O-])c1 (centres undefined)
→ -4.6	-2.1	0.8	0.0
CCN(CC)CCN1CCN(c2ccnc3c(-c4cccc(C(N)=O)c4)cnn23)CC1
→ 12.9	-9.3	-0.2	-0.5
CCCC(C)NC(=O)c1ccc(NC(=O)C(C)C)cc1 (centres undefined)
→ 13.0	7.3	-0.2	0.5
CCOc1ccc(NC(=O)c2ccc(F)c(S(=O)(=O)NCCc3ccccc3)c2)cc1
→ 21.6	20.5	0.8	0.1
O=C(NCCN1CCOCC1)C1CCN(Cc2ccc(F)cc2)CC1
→ 39.2	1.0	-0.5	0.0
CCC1(CC)NC(=S)N(c2ccccc2)N1
→ 3.4	-4.8	0.0	-0.1
N#Cc1ccc(N2CCCC2)c([N+](=O)[O-])c1
→ 5.7	1.8	2.8	-0.1
COc1ccc(O)c(CN[C@H]2C[C@@H](C(=O)NC(C)C)N(Cc3ccc4ccccc4c3)C2)c1
→ -3.8	-1.4	0.2	-0.1
CC(=O)c1c(C)[nH]c(C(=O)OCC(=O)c2ccc(Cl)s2)c1C
→ 2.8	-14.9	-1.0	0.0
CC(C)(C)n1nc2c(c1NC(=O)c1ccccc1Br)CSC2
→ -0.2	-7.0	-0.6	-0.1
CC(C)(C)OC(=O)NNC(=O)c1ccccc1C(=O)O
→ 17.0	-42.3	-0.2	0.5

One compound at a time, as listed above. Values in the order: MITF inh, TEAD-YAP block, GPR151 activ, FBW7 activator
Entry for CCCCN(C(=S)NC(=O)C1CC1)c1c(N)n(Cc2ccccc2)c(=O)[nH]c1=O : 4.7, 1.8, 0.3, -0.1
Entry for CCOC(=O)NC(Nc1ccccn1)(C(=O)OCC)C(F)(F)F (centres undefined) : 0.8, -3.3, -0.1, 0.9
